Source: PubChem
CHRM1 PAM: positive allosteric modulators of human M1 muscarinic receptor; CHO-K1 hM1, Fluo-8 calcium fluorescence, ACh EC20; 0% = ACh EC20, 100% = maximal ACh; activation, % at 3 µM; actives 0.088% (n = 360,000); P11229; in the data active = activation above about 19%, passing the limit was not always enough
Target sequence (P11229 whole entry, looked up): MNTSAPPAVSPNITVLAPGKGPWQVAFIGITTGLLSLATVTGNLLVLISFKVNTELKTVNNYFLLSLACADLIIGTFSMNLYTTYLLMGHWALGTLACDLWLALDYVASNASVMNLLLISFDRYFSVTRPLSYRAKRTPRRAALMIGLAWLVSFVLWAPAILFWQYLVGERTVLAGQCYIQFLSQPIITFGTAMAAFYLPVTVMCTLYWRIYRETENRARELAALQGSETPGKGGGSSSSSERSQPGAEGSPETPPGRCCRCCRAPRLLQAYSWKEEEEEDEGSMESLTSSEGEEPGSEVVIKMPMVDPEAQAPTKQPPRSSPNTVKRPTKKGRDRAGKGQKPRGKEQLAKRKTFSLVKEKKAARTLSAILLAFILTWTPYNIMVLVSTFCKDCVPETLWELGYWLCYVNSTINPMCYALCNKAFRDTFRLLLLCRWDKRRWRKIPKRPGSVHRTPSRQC
M1 antag: blocks human M1 muscarinic receptor; CHO-K1 hM1, Fluo-8 calcium fluorescence, ACh EC80 antagonist; inhibition, % at 3 µM; P11229; AID 588852; actives 1.3% (n = 360,000);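 active = percent inhibition above its own plate's cutoff, namely the mean of that plate's compound wells plus 3 SD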;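 note: peak over basal fluorescence ratio during 140 s after agonist addition; 0% = ACh EC80 plus DMSO and 100% = DMSO alone without agonist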
M1 ag parental: counter-screen for M1 agonists: effect in parental CHO-K1 cells. Fluo-8 calcium fluorescence; scaled to maximal ATP response, vehicle zero. activation, % at 3 µM. actives 0.48% (n = 360,000); in the data active = activation above about 15%;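 note: untransfected CHO-K1 host cells lacking M1 receptor as counterscreen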
M4 ag: agonists of human muscarinic M4 receptor (CHRM4); P08173; CHO-K1 hM4/Gqi5, Fluo-8 calcium fluorescence; vehicle 0%, full acetylcholine response 100%; activation, % at 3 µM; actives 0.14% (n = 360,000); AID 624127;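 active = activation above the run mean over all test wells plus 3 SD, cut at about 32% in these data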;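 note: peak over basal fluorescence ratio per well then scaled between controls; 0% = DMSO wells and 100% = acetylcholine at EC100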
CHRM4 antagonist: antagonists of human muscarinic M4 receptor (CHRM4) | actives 0.73% (n = 360,000) | AID 624125 | P08173 | inhibition, % at 3 µM | CHO-hM4 cells, ACh EC80, Fluo-8 calcium fluorescence;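 active = inhibition above its plate's cutoff, the mean inhibition of sample wells plus 3 SD, cut at about 27% in these data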;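 note: 0% = acetylcholine EC80 with DMSO and 100% = DMSO without agonist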
CHO-K1 Ca antag: M1 antagonist counterscreen hit in parental CHO-K1 cells | ATP-induced calcium, Fluo-8 fluorescence | inhibition, % at 3 µM | actives 0.6% (n = 360,000) | AID 602250;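 active = inhibition above a per-plate cutoff, the plate's mean sample inhibition plus 3 SD, cut at about 24% in these data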;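 note: 0% = DMSO plus EC80 ATP and 100% = DMSO alone without ATP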
CHO parental Ca: counter-screen for OX1R antagonists: effect in parental CHO cells; actives 0.63% (n = 330,000); parental CHO-K1, ATP-induced calcium, Fluo-8 fluorescence; inhibition, % at 5.6 µM; AID 463079;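 active = inhibition above that plate's mean sample inhibition plus 3 SD, cut at about 26% in these data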;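 note: 0% = ATP-challenged DMSO wells and 100% = DMSO wells without ATP; some compounds past the cut are filed as inactive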
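Assay system – parental CHO cells · Reagent – ATP stimulus · Detection – intracellular calcium via Fluo-8 no-wash fluorescent dye · Evaluation – percent inhibition of ATP-evoked calcium rise, normalized to controls · Controls – ATP wells versus no-ATP DMSO wells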
M1 ag: agonists of human M1 muscarinic receptor. P11229. activation, % at 3 µM. actives 0.33% (n = 360,000). CHO-K1 hM1, Fluo-8 calcium fluorescence, agonist mode; 0% DMSO, 100% acetylcholine EC100;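 active = activation above the run's mean compound activation plus 3 SD, cut at about 16% in these data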;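 note: peak over basal fluorescence ratio within a 140 s kinetic read after compound addition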
OXTR potentiate: potentiators of human oxytocin receptor. activation, % at 3 µM. actives 0.061% (n = 320,000). CHO-OTR cells, Fluo-8 calcium fluorescence, potentiator mode; 0% = oxytocin EC15, 100% = EC100. AID 2445;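 active = activation above that plate's cutoff, the mean activation of tested compounds plus 3 SD, cut at about 6.6% in these data, passing the limit was not always enough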;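 note: 100% uses oxytocin at 75 nM as the full agonist control; some results filed as inactive read as strong as hits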
Target sequence (P30559 whole entry, looked up): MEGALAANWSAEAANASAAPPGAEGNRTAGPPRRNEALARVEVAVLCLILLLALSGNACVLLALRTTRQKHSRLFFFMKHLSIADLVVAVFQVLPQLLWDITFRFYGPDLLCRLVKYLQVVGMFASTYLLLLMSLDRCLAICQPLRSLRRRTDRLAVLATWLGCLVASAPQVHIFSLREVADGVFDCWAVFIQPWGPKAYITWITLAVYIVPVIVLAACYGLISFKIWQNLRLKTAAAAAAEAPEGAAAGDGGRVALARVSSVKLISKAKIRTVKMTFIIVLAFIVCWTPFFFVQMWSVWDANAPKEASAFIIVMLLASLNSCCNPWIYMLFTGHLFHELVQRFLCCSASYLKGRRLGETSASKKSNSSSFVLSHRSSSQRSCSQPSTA
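Material: human OTR in CHO cells. Compound: 3.0 µM, one dose. Timing: compound 6 min at room temperature before oxytocin, 100 s read. Evaluation: % activation of max/min ratio relative to oxytocin controls. Replication: single well per compound, singlicate. Signal: Fluo-8 calcium dye fluorescence.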
* marks the source's active call; other numbers are inactive results; . = no result given.

Sequence of screens: CHRM1 PAM	M1 antag	M1 ag parental	M4 ag	CHRM4 antagonist	CHO-K1 Ca antag	CHO parental Ca	M1 ag	OXTR potentiate
> O=C(Nc1ccccc1)c1nc2ccccc2s1
  0	-1	3.1	3	-14	-5	-20	-8	-6
> O=C(Nc1cccnc1)Nc1ccccn1
  5	3	0.3	0	-1	17	-14	-1	3
> Cc1cc(C)cc(Cn2c3ccc(NC(=S)NCc4ccccc4F)cc3c(=O)n2C)c1
  4	-19	0.8	9	-10	-2	.	-5	.
> COc1ccc(OC)c(Nc2nc(NCCCN(C)C)nc(N)c2[N+](=O)[O-])c1
  5	-3	0.4	3	2	-8	-13	-2	-6
> Clc1ccc(-c2n[nH]c3c2CCCC3)cc1
  4	-4	1.0	1	-7	-16	-14	-9	-1
> CC1Sc2ccc(S(=O)(=O)CCC(=O)NCc3ccccc3)cc2NC1=O (stereo not drawn)
  4	5	2.6	3	1	-18	-6	0	0
> NNc1ccc2c(C(F)(F)F)cc(C(F)(F)F)nc2n1
  -2	2	0.2	0	5	1	-2	-4	-13
> O=C(NC1CCCC1)c1cc(-c2ccc(F)cc2)on1
  -3	9	10	9	-3	5	2	-6	-6
> NC(=O)C(CCC(=O)c1ccc(Br)cc1)S(=O)(=O)c1ccccc1 (stereo not drawn)
  6	-6	8.9	2	0	-7	-6	-3	-7
> CCc1nc2ccc(C(=O)N(CC)CCN(C)C)cn2c1N(C=O)CCC(C)C
  4	-13	-0.6	1	-9	-12	.	-3	.
> CC(=O)Nc1ccc(NC(=O)C(C)OC(=O)COc2ccc(Nc3ccccc3)cc2)cc1 (stereo not drawn)
  -2	3	5.7	13	3	0	-10	0	-4
> Cc1cccc(-c2n[nH]c(=S)n2Cc2ccccc2)c1
  15	-5	0.6	-1	-2	12	-5	-6	-3
> Cc1ccc(C)c(N2CCN(S(=O)(=O)c3cccc4cccnc34)CC2)c1
  0	5	1.4	1	2	4	-23	-5	-4
> Cc1ccc(S(=O)(=O)N2CCC(C(=O)N3CCCCCCC3)CC2)cc1C
  5	-11	0.2	3	-17	17	.	1	.
> CCc1nc(SCC(=O)Nc2nnc(C(C)C)s2)n[nH]1
  10	-6	0.5	3	-10	-18	.	-4	.
> O=C(Cn1c(=O)n(Cc2ccc(F)cc2)c(=O)c2ccccc21)NCC1CCCO1 (stereo not drawn)
  19	-14	1.1	1	-9	-20	-7	1	-5
> CN(Cc1ccc(N(C)C)cc1)C(=O)c1cc2ccccc2o1
  -3	0	0.9	4	-29	-20	6	-2	-15
> Cc1ccc(S(=O)(=O)N2CCN(Cc3csc(C)n3)CC2)cc1
  -2	1	0.1	1	-2	-2	-7	-3	-5
> CCOC(=O)C1=C(COC(=O)CNS(=O)(=O)c2c(F)cc(F)cc2Br)NC(=O)NC1C (stereo not drawn)
  1	5	0.4	2	-5	-10	.	-4	.
> COc1ccc(Cl)cc1NC(=O)[C@@]1(CC(=O)O)CC(/C=C/c2ccccc2)=NO1
  1	3	1.2	1	0	-11	-8	-7	-5
> COc1ccc(C2CC(c3cc(OC)ccc3OC)n3nnnc3N2)cc1 (stereo not drawn)
  6	-3	0.0	0	5	-2	-19	-2	-2
> COc1ccc(S(=O)(=O)N2CCOCC2)cc1NC(=O)CN1CCCc2ccccc21
  1	-1	0.7	4	-9	-11	-8	-2	-6
> CC(Oc1cc2oc(=O)c3c(c2cc1Cl)CCC3)C(=O)NCCCn1ccnc1 (stereo not drawn)
  1	-6	4.6	2	-9	-11	-10	-5	1
> COc1cc(OC)c2c(C)c(Cl)c(=O)oc2c1
  6	-20	0.4	0	11	-9	8	-3	-16
> Cc1cccc(CSc2nnc(Cn3c(=O)sc4ccccc43)n2C)c1
  -2	1	0.1	1	-7	11	-21	-1	-8
> Cc1ccc(-c2[nH]nc3c2C(c2ccc(OC(=O)N4CCOCC4)cc2)C(C#N)=C(N)O3)cc1 (stereo not drawn)
  -5	10	-0.3	0	9	0	-11	0	4
> O=C(NC(Cc1ccccc1)C(=O)O)/C(=C\c1ccco1)NC(=O)c1ccco1 (stereo not drawn)
  10	2	0.0	-1	-1	1	2	-5	1
> COc1ccc(CN2C3CCC2CC(NC(=O)c2cc(OC)c(OC)c(OC)c2)C3)cc1 (stereo not drawn)
  2	-6	1.0	1	-1	-8	-15	-8	2
> Cc1ccccc1OCC(=O)OCC(=O)Nc1cc(C(F)(F)F)ccc1N1CCOCC1
  11	-7	0.6	1	-3	-3	-11	-10	-2
> COc1ccccc1OCC(=O)NCC1CCCN(C(=O)c2ccccc2SC)C1 (stereo not drawn)
  11	-8	5.3	2	-8	-10	-14	3	-5
> CCN(CC)S(=O)(=O)c1ccc(NS(=O)(=O)c2ccc3oc(=O)[nH]c3c2)cc1
  0	2	1.1	2	11	-15	-4	-7	-7
> CCN1CCN(CCCN(Cc2ccco2)C(=S)Nc2ccccc2Cl)CC1
  3	0	-0.1	0	5	-2	-10	-8	-2
> CC(C)c1ccc(C(=O)N2CCCC(c3cc(C(=O)Nc4ccccc4Cl)no3)C2)cc1 (stereo not drawn)
  -1	-5	0.6	1	-19	-9	.	-5	.
> COc1ccc(Nc2ncc(C(=O)N3CCN(Cc4ccccc4)CC3)c3ccccc23)cc1
  -11	32*	4.5	23	28*	14	-9	1	-25
> CS(=O)(=O)c1cccc(-c2nnc(NC(=O)C3=COCCO3)o2)c1
  0	-8	0.1	0	0	3	-3	0	2
> CN1CCN(C(=O)C2CCN(S(=O)(=O)c3cnc[nH]3)CC2)CC1
  8	-26	0.3	0	-6	-3	-10	-2	-3
> c1ccc(N2CCN(c3nc4ccccc4n4cnnc34)CC2)cc1
  7	-13	0.5	1	3	0	-15	-1	-5
> C=CCSC1=C(C#N)C(c2ccccc2C)CC(=O)N1 (stereo not drawn)
  5	-28	0.2	0	7	-9	-11	-4	-1
> CC(C)(C)NC(=O)CCN(/N=C/c1ccncc1)C1=NS(=O)(=O)c2ccccc21
  11	-8	1.2	4	-4	-8	-8	-6	-8
> COc1c(C)cccc1C(=O)NCCCNC(=O)c1ccc(C)nc1
  11	-8	0.8	0	-9	-11	4	0	-6
> Cc1nc2ccccc2[nH]c1=O
  4	2	0.4	0	2	2	3	-3	0
> CCOc1cc(CNc2ccc(N(C)C)cc2)cc(Br)c1OCC(=O)NC(C)(C)C
  7	-8	0.7	1	5	-6	-21	-1	-4
> CC(=O)Nc1ccc(NC(=O)COC(=O)c2c3c(nc4ccccc24)CCN(Cc2ccccc2)C3)cc1
  -23	45*	5.6	14	15	5	-7	3	-10
> O=C(CNC(=O)c1ccc(Br)o1)Nc1cccc(-c2cnc3ccccc3n2)c1
  -2	8	1.9	5	0	-2	-23	-1	-10
> C=CCNC(=S)Nc1ccccc1
  6	8	0.5	0	-1	1	-10	-5	-6

Copied from the listing for reference:
Sequence of screens: CHRM1 PAM	M1 antag	M1 ag parental	M4 ag	CHRM4 antagonist	CHO-K1 Ca antag	CHO parental Ca	M1 ag	OXTR potentiate
> COc1c(C)cccc1C(=O)NCCCNC(=O)c1ccc(C)nc1
  11	-8	0.8	0	-9	-11	4	0	-6
> Cc1nc2ccccc2[nH]c1=O
  4	2	0.4	0	2	2	3	-3	0
> CCOc1cc(CNc2ccc(N(C)C)cc2)cc(Br)c1OCC(=O)NC(C)(C)C
  7	-8	0.7	1	5	-6	-21	-1	-4
> CC(=O)Nc1ccc(NC(=O)COC(=O)c2c3c(nc4ccccc24)CCN(Cc2ccccc2)C3)cc1
  -23	45*	5.6	14	15	5	-7	3	-10
> O=C(CNC(=O)c1ccc(Br)o1)Nc1cccc(-c2cnc3ccccc3n2)c1
  -2	8	1.9	5	0	-2	-23	-1	-10
> C=CCNC(=S)Nc1ccccc1
  6	8	0.5	0	-1	1	-10	-5	-6

Next entries follow.
Sequence of screens: CHRM1 PAM	M1 antag	M1 ag parental	M4 ag	CHRM4 antagonist	CHO-K1 Ca antag	CHO parental Ca	M1 ag	OXTR potentiate
> Cn1cc(/C=N/n2cnc3scc(-c4ccc(Cl)cc4)c3c2=O)c2ccccc21
  3	-5	0.4	1	-6	-11	-18	-4	-2
> CCN(CC)CCCn1c2c(c(SCC(=O)Nc3cccc(C(C)=O)c3)nc1=O)CCC2
  -4	-3	0.0	0	-4	6	-7	-5	-4
> Cc1onc(-c2c(F)cccc2Cl)c1C(=O)c1ccc(F)cc1
  11	3	-0.2	-2	8	0	-29	-4	4
> Cc1ccc(S(=O)(=O)N2CCCCC2CCNC(=O)C(=O)NC2CCCC2)cc1 (stereo not drawn)
  5	-7	-0.5	0	-4	13	-33	-7	4
> Cn1c(CNC(=O)CCNC(=O)c2cccc(Br)c2)cc(=O)n(C)c1=O
  13	-12	-0.3	0	-11	17	-8	4	-2
> O=C(O)COc1ccccc1O
  7	-5	0.8	0	1	-11	3	-2	-10
> Cc1ccccc1NC(=O)C1c2cccc[n+]2CC(=O)N1c1c(C)cccc1C (stereo not drawn)
  -1	7	0.4	1	5	3	-24	0	-10
> Cc1ccc(C)c(N2CCN(C(=O)CCc3nc(-c4ccccc4)no3)CC2)c1
  1	-3	0.9	4	-8	1	-25	-1	.
> CC[C@]12c3[nH]c4ccc(OC)cc4c3CCN1C(=O)C(CC(=O)NCCC1=CCCCC1)C[C@@H]2C(=O)N1CCN(C(=O)C2CC2)CC1 (stereo partly drawn)
  4	-13	0.6	1	-4	-10	-22	-8	.
> CC[C@@H](Nc1ncnc2c1oc1ccccc12)C(=O)O
  8	-14	-0.5	1	-6	-12	99*	-2	12
> O=C(C[C@H]1C/C=C\C[C@H](NC(=O)OCC2c3ccccc3-c3ccccc32)C(=O)OC[C@@H]2CCCN2C1=O)N[C@H](CO)Cc1ccccc1
  -3	0	-0.5	0	2	-4	-17	-12	-4

This is a random part of the collection. Share with any hit: about 2.9%.
